# Source: PubChem BioAssay
# DUSP3 inh: blocks human VHR1 dual specificity phosphatase; 0.52% of 290,000 active; AID 1654; inhibition, % at 13.3 µM; P51452; recombinant VHR phosphatase, pNPP absorbance; in the data active = inhibition above about 50%; also: some compounds called inactive have numbers as strong as hits
# Target sequence (P51452 whole entry, looked up): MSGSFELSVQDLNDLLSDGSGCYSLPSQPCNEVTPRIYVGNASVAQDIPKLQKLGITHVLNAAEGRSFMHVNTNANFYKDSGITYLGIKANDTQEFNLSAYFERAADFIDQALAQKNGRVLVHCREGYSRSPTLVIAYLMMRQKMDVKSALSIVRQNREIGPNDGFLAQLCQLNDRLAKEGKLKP
# Mtb BioA inh: BioA (M. tuberculosis) enzyme inhibition | purified M. tuberculosis BioA enzyme, plate reader | inhibition, % at 9.99 µM | 0.096% of 360,000 active | AID 602481; in the data active = inhibition above about 40%; inconclusive = no clear call, values can overlap the other calls
# Rv3671c inh: inhibitors of M. tuberculosis serine protease Rv3671c; P9WHR9; inhibition, % at 5.96 µM; 0.048% of 320,000 active; in the data active = inhibition above about 38%;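 also: extracellular domain of Rv3671c used as enzyme; 0% = enzyme with DMSO and 100% = no enzyme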
# Target sequence (P9WHR9 whole entry, looked up, the tested form may be a part): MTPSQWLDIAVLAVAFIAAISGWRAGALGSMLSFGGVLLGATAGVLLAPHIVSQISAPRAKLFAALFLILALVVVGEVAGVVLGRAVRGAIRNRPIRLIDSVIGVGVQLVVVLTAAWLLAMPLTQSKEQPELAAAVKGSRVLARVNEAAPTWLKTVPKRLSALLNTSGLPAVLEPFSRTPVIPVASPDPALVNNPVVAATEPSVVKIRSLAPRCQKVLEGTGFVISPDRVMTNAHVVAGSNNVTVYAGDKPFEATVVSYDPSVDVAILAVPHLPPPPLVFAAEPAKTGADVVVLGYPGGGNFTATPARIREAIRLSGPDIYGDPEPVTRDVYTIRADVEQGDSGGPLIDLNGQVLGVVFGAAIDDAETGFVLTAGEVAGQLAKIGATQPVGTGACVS
# UGM FP inh: Mtb UDP-galactopyranose mutase inhibition; purified UGM, fluorescence polarization probe displacement; inhibition, % at 10 µM; 0.06% of 320,000 active; in the data active = inhibition above about 10%, passing the limit was not always enough; inconclusive = no clear call, values can overlap the other calls
# FadD28 FP inh: inhibitors of Mycobacterium tuberculosis FadD28 bisubstrate binding | FadD28 bisubstrate probe binding, fluorescence polarization | inhibition, % at 12.5 µM | 0.22% of 360,000 active; in the data active = inhibition above about 8.5%, passing the limit was not always enough; inconclusive = no clear call, values can overlap the other calls
# Mtb FBA inh: inhibits M. tuberculosis FBA enzyme; inhibition, % at 1 µM; 2.3% of 360,000 active; purified M. tuberculosis FBA, fluorescence read-out; P9WQA3; in the data active = inhibition above about 27%;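 also: 0% = vehicle and 100% = reference inhibitor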
# Target sequence (P9WQA3 whole entry, looked up): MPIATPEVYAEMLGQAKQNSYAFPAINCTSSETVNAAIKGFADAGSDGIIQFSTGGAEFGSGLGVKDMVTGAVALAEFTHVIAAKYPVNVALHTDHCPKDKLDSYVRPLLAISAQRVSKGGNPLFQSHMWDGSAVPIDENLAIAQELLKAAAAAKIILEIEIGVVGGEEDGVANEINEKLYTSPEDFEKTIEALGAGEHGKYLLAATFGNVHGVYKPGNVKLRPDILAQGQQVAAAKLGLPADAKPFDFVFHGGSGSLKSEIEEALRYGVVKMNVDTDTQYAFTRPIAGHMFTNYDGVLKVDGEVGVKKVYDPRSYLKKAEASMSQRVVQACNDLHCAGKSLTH
# CCHFV vOTU inh: CCHFV vOTU protease inhibition | Pep-AMC fluorescence | inhibition, % at 11.5 µM | 0.55% of 370,000 active | AID 651958; also: 0% = vehicle wells with enzyme and 100% = no enzyme wells
# BoNT F protease: BoNT F light chain protease inhibition | Multiplex microsphere protease cleavage assay, flow cytometry | inhibition, % at 10 µM | 0.22% of 360,000 active; in the data active = inhibition above about 35%, passing the limit was not always enough; inconclusive = no clear call, values can overlap the other calls; also: plate controls were buffer without enzyme for full effect and enzyme alone for no effect
# MazEF act: MazEF (E. coli) toxin RNase activation. P0AE70. FAM/BHQ RNA-DNA oligo cleavage fluorescence, 5 h. 0.32% of 350,000 active. activation, % at 20 µM. AID 504720; in the data active = activation above about 50%
# GDH-TPI inh: inhibits GDH-TPI coupling enzymes, artifact for Mtb FBA screen. GDH-TPI coupled enzyme counterscreen, NADH absorbance. inhibition, % at 4.8 µM. 1.2% of 360,000 active. AID 588335;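 also: 0% = DMSO wells and 100% = wells lacking the enzyme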
# Starred values were filed as active, the others as inactive; ? = inconclusive; . = no result given. Rule as the data show it, unless noted: active = inhibition above about 30%; inactive = the rest.
SMILES,DUSP3 inh,Mtb BioA inh,Rv3671c inh,UGM FP inh,FadD28 FP inh,Mtb FBA inh,CCHFV vOTU inh,BoNT F protease,MazEF act,GDH-TPI inh
O=C(O)C(CO)N=Cc1c(O)c2ccccc2oc1=O (centres undefined),4,.,2,-0.4,-2.1,1,0,-7,-18,7
Cc1ccc(C(=O)COC(=O)CCC(=O)NC2CCCCC2)cc1[N+](=O)[O-],15,.,-4,1.1,-2.4,2,-16,6,-15,7
CCCCCOc1ccc(/C=C/c2c([N+](=O)[O-])c(=O)n(C)c(=O)n2C)cc1,40,-0.6,-1,0.1,0.6,3,12,-3,1,7
O=C(CC1C[C@H](C(=O)N2CCOCC2)[C@@]2(CCC3CCCC3)c3[nH]c4ccccc4c3CCN2C1=O)NCc1cccc(C(F)(F)F)c1 (some centres undefined),.,-2.0,.,.,-3.3,-1,-5,-6,-7,3
O=C(OCc1cc(=O)n2ccsc2n1)C1(c2ccccc2)CC1,.,-1.4,.,.,-2.2,-3,-3,5,0,5
O=C(CN1CCN(Cc2ccccc2F)C1=O)NCc1ccco1,4,0.4,-4,1.4,-2.7,3,7,15,1,-2
Cc1cnc(NC(=O)c2ccc(OCC3CCCO3)cc2)s1 (centres undefined),18,-0.6,3,-0.1,-0.5,-3,6,1,-1,24
CCOP(=S)(OCC)SCOC(=O)NCC(=O)OC,8,1.3,3,-1.1,-1.6,-2,3,-9,8,-3
Cc1ccc2ncccc2c1[N+](=O)[O-],21,.,1,1.9,-0.7,0,4,-5,12,9
Cc1cccc(NC(=O)Cn2nc(C(F)(F)F)cc2C2CC2)c1,-10,.,-8,.,-4.2,-2,.,-2,-2,-5
CCOc1ccc(CNc2nnnn2C)cc1OC,44,-1.2,4,1.9,-0.6,0,5,-19,2,1
O=c1[nH]c(SCc2ccc([N+](=O)[O-])cc2)nc2[nH]ncc12,29,0.3,6,1.4,-3.5,-11,-14,2,-4,5
COCCNC(=O)C1(C)CCN(C(=O)c2ccc3sccc3c2)C1 (centres undefined),.,0.3,.,.,0.1,0,12,1,.,4
O=C(c1ccco1)N1CCCN(C(=O)c2ccco2)CC1,11,.,6,-0.5,0.2,-1,8,1,1,15
C=CC[n+]1ccc2ccccc2c1C,31,.,-8,-1.2,0.1,22,-3,-4,-4,4
COc1ccccc1OCC(=O)Nc1cc2c(cc1C(=O)O)OCCCO2,1,0.8,-2,-0.8,-1.9,3,12,-4,3,-5
CCOc1ccc(C(=O)NC2CCN(C(=O)NCc3ccccc3)CC2)cc1,13,0.3,-12,-1.9,-3.1,-2,-9,-8,8,-2
CCN(CC)CCCNC(=O)c1cn(C)c2ccc(S(=O)(=O)N(C)C3CCCCC3)cc2c1=O,65,5.8,2,0.6,-1.9,5,0,7,3,15
O=C(CCc1ccc(S(=O)(=O)NCc2ccccc2)cc1)N1CCN(Cc2ccc3c(c2)OCO3)CC1,14,1.1,3,.,-3.6,-3,-24,-3,-3,8
CCCC1CCC(c2ccc(C(=O)NN)cc2)CC1 (centres undefined),18,.,-4,-0.4,-2.8,1,6,-1,-12,-1
COc1ccc(NC(=O)c2ccc3[nH]c(C)c(C)c3c2)cc1,32,-1.3,.,-1.7,1.1,3,3,-26,7,6
Cc1c([N+](=O)[O-])cc(N2C(=O)C=CC2=O)cc1[N+](=O)[O-],.,-0.2,.,.,-2.0,-2,.,2,0,8
Cc1cccc(C(=O)OC2CCOC2=O)c1O (centres undefined),26,-1.0,10,0.7,-5.0,1,19,13,-16,-11
COc1ccc(C2c3[nH]c4ccccc4c3CCN2CCCn2cccn2)c(C)c1C (centres undefined),16,-0.9,4,3.8,-3.1,11,-15,-5,-6,-3

# Record cards (already shown). Order of screens: DUSP3 inh | Mtb BioA inh | Rv3671c inh | UGM FP inh | FadD28 FP inh | Mtb FBA inh | CCHFV vOTU inh | BoNT F protease | MazEF act | GDH-TPI inh
# Shown for `O=C(CCc1ccc(S(=O)(=O)NCc2ccccc2)cc1)N1CCN(Cc2ccc3c(c2)OCO3)CC1` = 14 | 1.1 | 3 | . | -3.6 | -3 | -24 | -3 | -3 | 8
# Shown for `CCN(CC)CCCNC(=O)c1cn(C)c2ccc(S(=O)(=O)N(C)C3CCCCC3)cc2c1=O` = 65 | 5.8 | 2 | 0.6 | -1.9 | 5 | 0 | 7 | 3 | 15

# Of the compounds above, two contain a furan ring, fused or not:
SMILES,DUSP3 inh,Mtb BioA inh,Rv3671c inh,UGM FP inh,FadD28 FP inh,Mtb FBA inh,CCHFV vOTU inh,BoNT F protease,MazEF act,GDH-TPI inh
O=C(CN1CCN(Cc2ccccc2F)C1=O)NCc1ccco1,4,0.4,-4,1.4,-2.7,3,7,15,1,-2
O=C(c1ccco1)N1CCCN(C(=O)c2ccco2)CC1,11,.,6,-0.5,0.2,-1,8,1,1,15

# The main list resumes with the two entries that preceded the break.
SMILES,DUSP3 inh,Mtb BioA inh,Rv3671c inh,UGM FP inh,FadD28 FP inh,Mtb FBA inh,CCHFV vOTU inh,BoNT F protease,MazEF act,GDH-TPI inh
Cc1cccc(C(=O)OC2CCOC2=O)c1O (centres undefined),26,-1.0,10,0.7,-5.0,1,19,13,-16,-11
COc1ccc(C2c3[nH]c4ccccc4c3CCN2CCCn2cccn2)c(C)c1C (centres undefined),16,-0.9,4,3.8,-3.1,11,-15,-5,-6,-3
CCOC(=O)C1CCCN(C(=O)c2ccc3sccc3c2)CC1 (centres undefined),.,2.9,.,.,-1.3,3,-7,-4,.,4
COCCn1c(SCc2ccccc2F)nc2ccccc2c1=O,2,0.5,10,1.1,-2.9,0,-1,-3,7,4
CCCC(=O)c1ccc(CP(=O)(OCC)OCC)o1,20,-0.9,4,1.3,0.2,2,-9,?,2,-2
Cn1nnc(NC(=O)c2ccccc2)n1,-22,3.0,2,-0.8,-0.2,2,-10,4,5,-2
Cc1onc(-c2ccccc2)c1C(=O)Nc1ccc(S(=O)(=O)N2CCCCC2)cc1,12,1.1,-27,.,-2.7,-2,-1,3,0,5
COC(=O)c1ccc(NC2(C#N)C(=O)Nc3ccccc32)cc1 (centres undefined),-5,.,-1,-1.6,-5.0,-2,5,4,7,-13
NC(=O)c1c(NC(=O)CSc2nnc(-c3ccco3)n2N)sc2c1CCCC2,-2,.,-1,-0.5,-1.3,-2,6,-3,1,1
Cc1cc(=O)[nH]c(N/N=C/c2ccccc2Cl)n1,10,2.1,3,-0.2,-0.7,4,-7,?,11,15
COc1ccc(N2C(=O)CCC2=O)c(OC)c1,21,.,2,4.3,2.1,4,-8,-3,12,-2
COc1ccc(-n2c3c(cc(C(=O)NC4CCSC4=O)c2=O)C(=O)CC(C)(C)C3)cc1 (centres undefined),28,28,-2,-0.5,-0.3,6,-8,-11,9,19
COC(=O)CSc1nc(NC#N)nc(NC(C)(C)C)n1,4,.,1,-2.1,-4.2,2,2,-4,7,-2
CCC(=O)N[C@@H]1CC(C(C)(C)NC(=O)CC)CC=C1C (some centres undefined),25,0.8,-9,-1.0,0.7,1,-14,-1,-5,14

# Results in FadD28 FP inh, Mtb BioA inh and UGM FP inh, for 3 of the compounds above:
SMILES	FadD28 FP inh	Mtb BioA inh	UGM FP inh
Cn1nnc(NC(=O)c2ccccc2)n1	-0.2	3.0	-0.8
Cc1onc(-c2ccccc2)c1C(=O)Nc1ccc(S(=O)(=O)N2CCCCC2)cc1	-2.7	1.1	.
COC(=O)c1ccc(NC2(C#N)C(=O)Nc3ccccc32)cc1 (centres undefined)	-5.0	.	-1.6

# The results go on:
SMILES,DUSP3 inh,Mtb BioA inh,Rv3671c inh,UGM FP inh,FadD28 FP inh,Mtb FBA inh,CCHFV vOTU inh,BoNT F protease,MazEF act,GDH-TPI inh
Cc1cccc(NC(=O)C2CCN(S(=O)(=O)c3ccc(Cl)cc3)CC2)n1,.,0.4,-1,1.5,-1.8,2,-5,10,-3,3
O=C(C1CCN(S(=O)(=O)c2cccc3cccnc23)CC1)N1CCN(C2CCCCC2)CC1,-5,-0.8,6,.,-5.6,-1,.,-2,9,0
CC1(C)CC(O)(CCNCc2ccc3c(c2)OCO3)CCO1 (centres undefined),-1,-3.9,-5,-0.4,-0.8,0,-7,-10,10,0
COc1cc(OC)cc(C(=O)N2CCC(N3CCCCCC3)CC2)c1,-18,0.4,0,2.7,-2.1,2,-4,-7,3,-6
Cc1ccc(S(=O)(=O)N2Cc3ccccc3CC2C(=O)NC(C)(C)C)cc1 (centres undefined),6,8.4,-7,-1.5,-0.2,-3,9,?,1,1
COCCCN(CC(=O)Nc1ccc(N2CCOCC2)cc1)S(=O)(=O)c1ccc(Cl)cc1,63,.,5,0.9,-3.3,-2,6,-6,3,-11
O=C(CN(c1ccccc1F)S(=O)(=O)c1ccccc1)NC1CCCCCC1,10,.,-2,0.8,-0.7,2,.,1,-9,-3
COc1ccc(S(=O)(=O)N2CCN(C)CC2c2ccccc2)cc1OC (centres undefined),.,-1.0,.,.,-2.6,-1,-2,0,1,1
COC(=O)c1ccc(NC(=O)CSc2n[nH]c(-c3ccncc3)n2)cc1,-5,-0.3,3,1.3,-1.7,2,8,-6,2,4
COc1cc(C2C(C(=O)c3ccco3)=C(O)C(=O)N2CC2CCCO2)ccc1O (centres undefined),21,-0.2,-9,0.4,.,-3,-1,-1,8,8
O=C1c2ccccc2-c2cccc(C(=O)N3CCCCC3)c21,26,.,4,2.0,-0.5,-1,3,-2,5,0
CCCNC(=O)Nc1ccccc1SC,17,.,-1,-4.5,-4.3,-1,2,-11,8,9
COc1ccccc1CNS(=O)(=O)c1c(C)[nH]c(C)c1C(=O)N1CCCCC1,-2,-2.2,6,0.2,1.1,2,-5,2,8,10
COc1cccc(NC(=O)CN(C)C(=O)C2CCN(C(=O)c3ccccc3C)CC2)c1,.,-3.1,6,-0.7,-2.1,-2,-9,3,-3,-4
CN(C)c1ccc(/C=N/n2ncc3ccccc32)cc1,-6,-1.0,10,1.5,-1.2,7,.,-6,-17,11
CCOC(=O)Cn1nnnc1C(C(C)C)N(Cc1cccs1)Cc1cc2cc(C)ccc2[nH]c1=O (centres undefined),-2,1.2,-19,0.4,-2.0,10,4,-5,-5,11
CCOC(=O)Nc1ccc2c(c1)N(C(=O)C(C)N1CCCC1)c1ccccc1CC2 (centres undefined),14,.,-1,-0.1,-2.6,2,.,7,-1,-5
O=C(Nc1ccc(Cl)cc1)Nc1ccccc1C(=O)O,57*,2.2,6,-3.0,-2.1,54*,-5,-6,6,2
CCCCn1c(N)c(N(CC)C(=O)c2ccc(N3CCCC3=O)cc2)c(=O)[nH]c1=O,.,-3.3,1,.,0.4,4,-7,0,4,4
Cc1ccc2nc(Cl)c3cc(C(=O)NCCCN4CCCC4)sc3c2c1,27,1.1,0,0.2,-11,2,-3,-4,9,-5
Cn1c(NC(=O)c2ccc3c(c2)OCO3)cc(=O)n(C)c1=O,21,0.9,-1,1.0,-2.3,7,21,2,-2,0
COc1ccc(N(C(=O)C(C)C)S(=O)(=O)c2ccc3c(c2)n(C)c(=O)n3C)cc1,11,.,-1,0.3,-5.4,1,-5,1,-1,-8
CCCCNS(=O)(=O)c1ccc2nc(SCC(=O)Nc3sccc3C#N)[nH]c2c1,10,-0.6,-78,6.2,-12,-11,30*,-9,5,4
CC(Oc1ccccc1)C(=O)Nc1nc2c(s1)C(=O)CC(C)(C)C2 (centres undefined),13,-0.3,0,-1.6,-4.1,2,-5,2,2,8
O=C(CN1CCCCCC1)Nc1ccccc1C(=O)Nc1ccccc1,.,.,2,-0.2,-2.7,-1,10,-14,0,-1
